Screening results as filed in PubChem BioAssay.
AI-2 QS modul – Vibrio harveyi AI-2 quorum sensing modulators, primary screen, JMH597 strain, luminescence/OD600 ratio | 300,000 tested, 0.4% active | Vibrio harveyi JMH597 AI-2 luminescence/OD600 ratio, 9 h; active compounds read low; strain lacks LuxN and CqsS sensors; 0 = neutral-control median | activity change, % at 7.5 µM; in the data active = activity change below about -75%, passing the limit was not always enough; inconclusive = no clear call, values can overlap the other calls;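 also: luminescence divided by OD600 gain over 9 h not by final OD600 alone; inactives centre near 13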
HSF1 inhib – HSF1 inhibitors in luciferase reporter cells, primary screen, cell-based, NIH3T3, luminescence; activity change, negative = inhibition, % at 7.5 µM (by protocol); 300,000 tested, 0.77% active; NIH3T3-HGL HSE-luciferase, MG132-induced, luminescence 8 h; active compounds read low;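 active = more than half of replicate wells show activity change below -50%, luminescence cut by over half; inconclusive = some wells, but at most half, below -50%; inactive = no replicate well below -50%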;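 also: luciferase reports HSF-1 transcriptional activity via heat shock element; 0% = median of DMSO wells and -100% = zero luminescence signal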
HIF act – HIF pathway transcriptional activators, primary screen, cell-based, U2OS HRE-luciferase, luminescence. AID 1910, 2009. activation, % at 7.5 µM (by protocol). U2OS HRE-luciferase reporter; normalized: DMSO 0%, desferrioxamine 100%. 300,000 tested, 0.32% active;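 active = mean activation of at least 10% of the iron chelator positive control signal, with at least half of replicates also reaching 10%; inconclusive = mean and replicate majority disagree about reaching 10%; inactive = mean and most replicates under 10%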
HSF1 activator – HSF-1 activators, primary screen, NIH3T3-HGL cells, MG132 stress, luminescence, single point. 300,000 tested, 1.7% active. activation, % at 9 µM. NIH3T3-HGL HSF-1 luciferase reporter, 8 h; 100% = twice DMSO control signal;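 active = mean replicate activation of at least 50% with a set share of replicates each reaching 50%; inconclusive = only one of those two conditions met; inactive = mean below 50% and too few replicates reaching it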;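 also: 0% = median of the neutral control wells and 100% = twice that signal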
SKKanGAS inh – S. pyogenes SKKanGAS growth inhibitors in kanamycin, primary screen, streptokinase expression inhibitor project, SKKanGAS strain, BacTiter-Glo luminescence | 300,000 tested, 1.3% active | inhibition, % at 7.5 µM | 6 h;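 active = mean replicate score, as percent of positive control median, at least 50; inconclusive = mean below 50 but one replicate at or above 50; inactive = mean and every replicate below 50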;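 also: strain carries kanamycin resistance gene driven by streptokinase promoter and grows in 40 µg/ml kanamycin; loss of luminescence reflects streptokinase promoter inhibition or plain growth inhibition; 0% = median of DMSO wells and 100% = positive control at its reference dose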
HSP90 inh – HSP90 inhibitors, primary screen, cell lysate, luminescence | inhibition, % at 5.6 µM | Heat shock protein HSP 90 (rabbit reticulocyte lysate; luciferase refolding) | 290,000 tested, 0.91% active | Rabbit reticulocyte lysate, luciferase refolding luminescence, 3 h;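 active = inhibition above the screen-wide mean plus 3 SD, computed separately per campaign, cut at about 16% in these data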;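 also: 0% = DMSO wells and 100% = 60 µM geldanamycin wells; inhibitors lower the luminescence because luciferase stays unfolded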
KLF5 inh – KLF5 expression inhibitors, primary screen, DLD-1 cells, luminescence. DLD-1 KLF5 promoter-luciferase reporter. inhibition, % at 5 µM. 290,000 tested, 0.23% active. AID 1700, 2009;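 active = inhibition above a per-plate limit of that plate's mean compound inhibition plus 3 SD, cut at about 60% in these data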;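 also: 0% = DMSO wells and 100% = LY294002 at 200 µM; higher means less KLF5 promoter-driven luciferase light; inactives centre near -14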
Platelet DG rel – inhibitors of platelet dense granule secretion, primary screen, cell-based, MLPCN, human platelets. human platelet-rich plasma, SFLLRN dense granule ATP release, luminescence. inhibition, %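 (compounds screened at 7.5 µM in platelet-rich plasma)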. 300,000 tested, 0.22% active. AID 1663, 2009;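 active = mean replicate score, as percent of positive control, at or above 50; inconclusive = mean below 50 but at least one replicate at or above 50; inactive = mean and every replicate below 50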
aSyn UTR inh – MLPCN primary screen, SNCA 5' untranslated region | alpha-synuclein 5'UTR reporter, inhibitor activity | inhibition, % (tested at 7.5 µM) | AID 1813, 2009 | 300,000 tested, 0.82% active; in the data active = inhibition above about 60%; inconclusive = no clear call, values can overlap the other calls;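 also: H4 neuroglioblastoma cells stably carrying SNCA 5'UTR luciferase fusion; 0% = DMSO wells and 100% = positive control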
IEC-6 cytotox – cytotoxicity in IEC-6 intestinal epithelial cells, primary screen, cytotoxicity control for KLF5 inhibitor project, cell-based, luminescence | inhibition, % at 5 µM | IEC-6 cytotoxicity, luminescence viability | 290,000 tested, 0.78% active; in the data active = inhibition above about 22%;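 also: 0% = plate median of test compound wells and 100% = cytotoxic reference compound wells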
The depositor's hits bear a star; ? = inconclusive; · = not tested or not shown.

SMILES | AI-2 QS modul | HSF1 inhib | HIF act | HSF1 activator | SKKanGAS inh | HSP90 inh | KLF5 inh | Platelet DG rel | aSyn UTR inh | IEC-6 cytotox
OC(CNc1ccccc1)Cn1ccc2ccccc21 (stereo unspecified) | 0 | 5 | -0.4 | -5 | 14 | 0 | 11 | 9 | -5 | -2
CCOCC(=O)Nc1cc(C(=O)NCCc2ccccc2)ccc1Cl | -4 | 13 | -2.3 | 13 | 7 | 17* | -61 | -2 | -34 | 3
Cc1cccc(-c2ncc(S(=O)(=O)C(C)(C)C)c(N)n2)c1 | 10 | 24 | 0.9 | 45 | -3 | -4 | -52 | -1 | -84 | 5
COc1ccc(OC)c(N(CC(=O)Nc2ccc(NC(C)=O)cc2)S(C)(=O)=O)c1 | 6 | -5 | 0.2 | -24 | -9 | 0 | -37 | 3 | 12 | -3
COc1ccc(-c2ccc(-c3noc(-c4ccccc4C)n3)c(OC)n2)cc1 | 25 | -8 | 0.0 | -9 | 13 | 3 | 30 | -2 | -40 | 3
COc1ccc(/C=N/NC(=O)C2CC2)c(OC)c1OC | 10 | 1 | -0.4 | 11 | 14 | 0 | 11 | -6 | -20 | 2
COC(=O)c1[nH]c2ccccc2c1NC(=O)c1ccccc1F | 4 | -6 | 0.0 | -9 | -6 | 4 | -5 | -13 | -14 | -4
O=C1CN(C(=O)c2ccco2)c2ccccc2N1 | 22 | -41 | -2.4 | -51 | 1 | 0 | -58 | -7 | 12 | 3
Cn1c(/C=N/NC(=O)c2ccccc2Br)nc2ccccc21 | 25 | 5 | 0.1 | 10 | -1 | 4 | -21 | 2 | -18 | 2
Cc1ccc(S(=O)(=O)NCC(=O)Nc2cccc([N+](=O)[O-])c2)cc1 | 6 | · | · | · | 2 | -4 | -31 | -1 | · | -3
Cn1c(=O)c(C(=O)NNC(=O)c2ccccc2F)c(O)c2ccccc21 | 19 | -1 | -0.1 | 6 | 61* | -4 | -18 | 9 | 19 | 10
CSc1ccc(CNc2ccc(Cl)cc2)cc1 | -3 | 2 | 0.9 | -8 | 26 | 0 | -59 | -3 | -114 | 6
COc1cccc(OC)c1C(=O)NC(=S)Nc1ccc2c(c1)C(=O)N(C)C2=O | 23 | -10 | 0.3 | -28 | -1 | 4 | 11 | -2 | 9 | -2
NCCCC[C@H]1CN=C(N)N1CCc1cccc2ccccc12 | 14 | 0 | -0.9 | -11 | 3 | · | · | -1 | -3 | ·
COC(=O)c1ccccc1NC(=O)Nc1cc(C)ccn1 | 9 | 2 | 0.1 | 24 | 3 | 5 | -17 | 11 | -14 | -5
CCc1c(C(C)O)oc2ccc3c(C)cc(=O)oc3c12 (stereo unspecified) | 19 | -9 | 0.1 | -8 | 4 | -1 | -10 | -2 | 37 | -5
CN1CCN(c2ccccc2NC(=O)c2cccc(OCc3ccccc3)c2)CC1 | 17 | -5 | -0.2 | 5 | 5 | 3 | -47 | -1 | 9 | -6
CCc1ccc2c(c1)C1(NN=C(c3ccccc3)S1)C(=O)N2 (stereo unspecified) | 11 | 17 | 7.8 | 29 | 97* | 2 | -16 | -9 | 72* | 0
CCc1ccc(NC(=O)NCC2CCN(c3ccc(OC)cc3)C2)cc1 (stereo unspecified) | 7 | -4 | -0.1 | -8 | 6 | -3 | -17 | 2 | 9 | 3
Cc1cc2cc3c(cc2nc1SCC(=O)N1c2ccccc2CC1C)OCO3 (stereo unspecified) | 5 | -1 | -0.2 | 14 | 4 | 17* | -3 | 5 | 14 | -3
CC(=O)Nc1ccc(/C=N/NC(=O)c2cc3cc(C)ccc3nc2C)cc1 | 27 | -3 | -0.2 | -6 | 5 | -2 | -41 | -9 | -34 | 1
COC(=O)[C@@]12CCCN1[C@H](c1ccc(-c3cccc(Cl)c3)cc1)[C@H]1C(=O)N(C)C(=O)[C@H]12 | -3 | 1 | 1.9 | 10 | 0 | · | · | 3 | 1 | ·
CC(=O)Nc1cc(-c2ccccc2)nn1Cc1ccc(Cl)cc1 | 15 | 7 | -0.1 | 8 | 9 | -2 | -16 | -3 | -23 | -1
CC(C)(C)c1nnc(NC(=O)CS(=O)(=O)Cc2ccccc2)s1 | 10 | 2 | 0.3 | -18 | 7 | -7 | -31 | -1 | -9 | -4
COc1ccc(C(=O)CSc2nnc(Cn3nnc4ccccc43)n2C)cc1 | 21 | · | 0.0 | · | 4 | 3 | -24 | 2 | 27 | 2
Following part:
SMILES | AI-2 QS modul | HSF1 inhib | HIF act | HSF1 activator | SKKanGAS inh | HSP90 inh | KLF5 inh | Platelet DG rel | aSyn UTR inh | IEC-6 cytotox
CC1=C(NCCc2ccccc2)CCC1=O | 2 | -4 | -0.5 | -19 | -2 | 2 | 1 | -13 | -3 | 6
Cc1ccc(C)n1N1C(=O)/C(=C\c2ccc(Cl)cc2)SC1=S | 12 | 1 | -1.8 | 1 | -3 | 1 | -17 | · | -1 | -3
CN(c1cccc(NS(=O)(=O)c2ccccc2)c1)S(C)(=O)=O | 9 | 2 | 0.1 | -2 | -6 | -2 | -13 | 1 | -5 | -2
Cc1ccc(-c2ccc(=O)n(CC(=O)NCCN3C(C)CCCC3C)n2)cc1 (stereo unspecified) | 9 | · | -0.1 | · | 17 | -1 | -17 | -5 | -23 | 3
COc1ccc(/C=C2/CCc3ccccc3C2=O)cc1CN1CCOCC1 | 5 | 0 | 0.0 | -2 | 2 | 2 | -11 | 4 | 16 | 7
COc1cc(/C=N\NC(=O)c2ccc(-c3ccccc3)cc2)cc(Br)c1O | 24 | 6 | 0.8 | 10 | 9 | 1 | -59 | 6 | 7 | -9
OCC1(CCc2ccccc2)CCN(Cc2cc(F)ccc2-n2cccn2)CC1 | -15 | 0 | 2.6 | -23 | -5 | -1 | -37 | 10 | 7 | -2
Cc1ccc2oc(=O)c(/C=C(\O)C(C)(C)C)nc2c1 | 29 | -1 | -1.0 | 20 | -4 | 1 | -17 | 5 | -48 | 0
COc1ccc(CCc2cc(OC)cc(=O)o2)cc1 | -23 | 9 | 0.2 | 3 | 2 | · | · | -4 | 0 | ·
O=C(COc1ccc([N+](=O)[O-])cc1)NCCc1nc2ccccc2[nH]1 | 8 | -1 | 0.1 | 1 | -1 | -4 | -28 | 2 | -11 | 1
Cc1ccc(S(=O)(=O)CCC(=O)N(CCN2CCOCC2)c2nc3ccccc3s2)cc1 | 3 | 16 | 1.8 | 15 | -11 | · | · | 16 | -75 | ·
CCOC(=O)C1CCN(C(=O)Cc2c(F)cccc2Cl)CC1 | 11 | -1 | -0.1 | -6 | -1 | 4 | -43 | 3 | 8 | 1
Cc1onc(-c2ccccc2)c1C(=O)Nc1nc(-c2cc(F)ccc2F)cs1 | 3 | 14 | 1.4 | 26 | -11 | 1 | -1 | 3 | 38 | 2
C=CCn1c(=O)[nH]c2cc(C(=O)N3CCN(c4ccc(C(C)=O)cc4)CC3)ccc2c1=O | 27 | -5 | -0.7 | 6 | -3 | 0 | -45 | 3 | -2 | 0
O=C(CC(NCCN1CCOCC1)C(=O)O)Nc1cccc(Cl)c1 (stereo unspecified) | 20 | -2 | -0.3 | 1 | -7 | · | · | -4 | 1 | ·
COc1ccc(N2CC(O)=C(c3nc(-c4ccc(F)cc4)cs3)C2=N)cc1OC | 11 | -5 | -0.3 | 9 | -2 | 4 | 15 | 7 | -1 | -1
C=CCNc1oc(/C=C/c2ccccc2)nc1C#N | 8 | 29 | 3.9 | 47 | 0 | -4 | -130 | -4 | -152 | 1
COc1ccc(C(=O)N2CCN(C)C(C)C2)cc1OC1CCN(C(C)=O)CC1 (stereo unspecified) | 18 | -10 | -0.5 | -21 | 2 | -1 | -13 | -14 | -28 | -3
CC(C)CC(=O)Nc1c2c(nn1-c1cccc(Cl)c1)CS(=O)(=O)C2 | 8 | -1 | 1.4 | -2 | -1 | 3 | 0 | 0 | -15 | -5
COCCNC(=O)CSc1nc(-c2ccc(OC)c(OC)c2)cc(C(F)(F)F)n1 | 12 | -9 | 0.1 | 16 | -6 | -1 | -19 | ? | 5 | -8
O=C(N/C(=C/c1cccnc1)C(=O)N1CCCCCC1)c1ccccc1 | 11 | -16 | 0.3 | -20 | -1 | -2 | -20 | 3 | -12 | -2
COC(=O)C1CCN(C(=O)CSc2ccccc2)CC1 | 11 | 3 | -0.1 | 15 | -2 | 1 | -12 | 12 | -48 | 4
COc1cccc(OCC(O)CO)c1 (stereo unspecified) | 14 | -2 | -0.2 | -13 | -2 | -8 | -1 | -1 | -1 | 3
COc1cc2c(cc1OC)CN(S(=O)(=O)c1cccs1)CC2 | 2 | -2 | 0.5 | 18 | 1 | 0 | -12 | -6 | 2 | 1
O=C1c2ccccc2C(=O)c2c(NCc3cccnc3)cccc21 | 9 | 9 | 0.0 | 14 | -12 | 0 | -47 | -4 | 5 | 3
Further entries
SMILES | AI-2 QS modul | HSF1 inhib | HIF act | HSF1 activator | SKKanGAS inh | HSP90 inh | KLF5 inh | Platelet DG rel | aSyn UTR inh | IEC-6 cytotox
CC(=O)c1ccc(S(=O)(=O)Nc2cc3c(cc2C(C)=O)OCO3)cc1 | 15 | -7 | 0.0 | -8 | -6 | 4 | -16 | 0 | -2 | 4
Cc1ccc(-n2nc(-c3ccccc3)cc2Nc2ccccc2N)cc1 | 19 | -4 | -32 | -12 | -12 | -9 | 3 | -5 | 13 | 8
Cc1cc(C)c(NC(=S)N(CCCN2CCN(C)CC2)Cc2cccs2)c(C)c1 | 10 | -4 | -0.1 | 14 | 2 | -3 | -7 | 10 | 9 | 3
O=C(NC1CCN(S(=O)(=O)c2cccc([N+](=O)[O-])c2)CC1)C1CCCCC1 | 47 | -5 | -0.5 | 9 | 0 | -2 | 4 | 11 | 1 | -6
N#Cc1cccc(NC(=S)Nc2ccccc2)c1 | 3 | 6 | 1.0 | 15 | 2 | 0 | -22 | -15 | -47 | 3
CN(Cc1nccn1C)C(=O)C1CCC(=O)N(Cc2cccc(C(F)(F)F)c2)C1 (stereo unspecified) | 16 | 3 | -0.7 | 0 | -8 | -7 | -19 | -1 | 15 | -11
O=C(O)C1C2CCC(CC2)C1C(=O)N1CCN(Cc2ccc(F)cc2)CC1 (stereo unspecified) | 20 | -1 | 1.0 | -8 | 2 | 0 | 4 | 4 | 12 | 3
CCCc1cc(=O)[nH]c2nnc(SCC(=O)NC3CCCC3)n12 | 12 | 2 | 0.4 | -7 | -3 | · | · | 7 | -4 | ·
COc1ccc2ccccc2c1CN1CCSCC1 | 16 | -5 | -23 | -7 | 1 | 2 | -55 | 10 | 21 | -4
Cn1c(=O)c2c(nc3n2CCCN3CCc2ccccc2)n(C)c1=O | 19 | -2 | 0.9 | 18 | 3 | 2 | 5 | -9 | 11 | 4
